# Screening data (PubChem BioAssay)
# ssDAF12 agonist: S. stercoralis DAF-12 activation, primary screen; HEK293 ssDAF-12/GRIP1 lit1-tk-luc reporter, luminescence; % of 3 µM dafachronic acid response; 370,000 compounds, 1% hits; AID 652126; activation, % at 6.8 µM;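 active means activation above the mean over all tested compounds plus 3 SD, cut at about 0.9% in these data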;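 further: 0% = DMSO-only wells and 100% = 3 µM delta7-dafachronic acid wells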
# SMARCA2 activ: SMARCA2 function activation, primary screen. MG213 cells, MMTV-luciferase reporter, dexamethasone, overnight. activation, % at 9.1 µM. 370,000 compounds, 1% hits. AID 652017; in the data active means activation above about 7.8%;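 further: 0% = vehicle wells and 100% = reference activator wells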
# GAA850 FXN act: activators of GAA850 frataxin (FXN) promoter. 360,000 compounds, 0.56% hits. HEK293 lucGAA850 FXN promoter luciferase reporter, 24 h; percent of 10 µM SAHA response. activation, % at 6 µM. AID 540364;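 active means activation above the average of all compounds screened plus 3 SD, cutoff fixed separately per campaign, cut at about 7.5% in these data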;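 further: 0% = DMSO wells and 100% = 10 µM SAHA wells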
# hgDAF-12 ag: agonists of H. glycines DAF-12 nuclear receptor; 370,000 compounds, 1.8% hits; HEK293 GAL4-hgDAF12 UAS-luciferase reporter, agonist luminescence; normalized to butyrate control; activation, % at 6.8 µM;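 active means activation above a cutoff set at the mean of all screened compounds plus 3 SD, cut at about 10% in these data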;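 further: 0% = DMSO wells and 100% = sodium butyrate wells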
# GC-A act: GC-A (human) enzyme activation; AID 1671463; 370,000 compounds, 0.14% hits; HEK293 GC-A cells, cGMP TR-FRET, EC30 ANP; 0% at EC30 ANP, 100% saturating ANP; activation, % at 10 µM; P16066; in the data active means activation above about 40%
# Target sequence (P16066 whole entry, looked up): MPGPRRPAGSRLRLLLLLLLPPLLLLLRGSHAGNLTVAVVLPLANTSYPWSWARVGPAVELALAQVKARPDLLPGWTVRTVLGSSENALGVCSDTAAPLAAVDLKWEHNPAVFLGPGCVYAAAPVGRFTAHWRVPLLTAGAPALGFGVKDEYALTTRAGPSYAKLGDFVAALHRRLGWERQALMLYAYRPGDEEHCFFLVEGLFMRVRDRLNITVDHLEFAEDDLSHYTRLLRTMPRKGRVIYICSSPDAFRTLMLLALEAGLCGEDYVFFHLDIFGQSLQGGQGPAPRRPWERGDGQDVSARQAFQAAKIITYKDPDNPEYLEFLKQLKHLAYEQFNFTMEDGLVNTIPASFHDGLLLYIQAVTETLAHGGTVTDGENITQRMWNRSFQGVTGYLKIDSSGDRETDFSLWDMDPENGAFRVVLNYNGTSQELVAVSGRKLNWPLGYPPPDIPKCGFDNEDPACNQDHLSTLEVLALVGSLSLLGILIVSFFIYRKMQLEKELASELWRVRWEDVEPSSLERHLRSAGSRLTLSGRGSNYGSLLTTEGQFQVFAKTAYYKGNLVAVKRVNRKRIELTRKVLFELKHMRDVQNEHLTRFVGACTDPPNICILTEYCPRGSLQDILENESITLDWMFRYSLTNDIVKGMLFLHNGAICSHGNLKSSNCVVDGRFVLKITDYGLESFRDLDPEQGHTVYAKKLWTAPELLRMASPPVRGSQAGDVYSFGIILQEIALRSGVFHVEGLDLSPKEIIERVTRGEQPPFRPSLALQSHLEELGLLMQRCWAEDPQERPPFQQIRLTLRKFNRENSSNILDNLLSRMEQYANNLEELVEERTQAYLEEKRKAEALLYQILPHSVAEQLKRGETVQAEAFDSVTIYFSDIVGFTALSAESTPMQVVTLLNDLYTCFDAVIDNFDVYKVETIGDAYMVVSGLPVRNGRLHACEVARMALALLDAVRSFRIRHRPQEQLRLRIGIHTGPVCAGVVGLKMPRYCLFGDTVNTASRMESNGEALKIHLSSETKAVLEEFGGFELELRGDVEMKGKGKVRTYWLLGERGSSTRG
# hcDAF12 agonist: activates DAF-12 receptor from parasite H. contortus; HEK293 hcDAF-12 lit1-tk-luc reporter, luminescence; 0% DMSO, 100% Δ7-dafachronic acid; AID 652067; 370,000 compounds, 1.4% hits; activation, % at 6.8 µM;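 active means activation above the mean of all tested compounds plus 3 SD, cut at about 5.5% in these data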;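 further: 100% = response to 3 µM Δ7-dafachronic acid high control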
# DAX1 inh-1: NR0B1 (DAX1) inhibition | AID 504766 | P51843 | inhibition, % at 6.75 µM | 340,000 compounds, 0.99% hits | HEK293 Gal4-DAX1 luciferase reporter, luminescence;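 active means inhibition above the mean over all tested compounds plus 3 SD, cut at about 4.2% in these data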;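 further: 0% = DAX1-transfected cells with DMSO and 100% = empty-vector control cells with DMSO; inhibition shows as a rise in luminescence from relieved DAX1 repression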
# GC-B act: GC-B (human) receptor activation | HEK293-GC-B cells, CNP EC30, cGMP TR-FRET; 0% at EC30 CNP, 100% saturating CNP | AID 1920062 | activation, % at 10 µM | 370,000 compounds, 0.11% hits;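 active means activation at 10 µM reaching about 35% in either raw or pattern-adjusted values, limit read from the data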
# sPLA2-III inh: Inhibits HGIII-sPLA2 liposome hydrolysis, primary screen | QFRET BODIPY PC-A2 liposome hydrolysis, fluorescence | Q9NZ20 | inhibition, % at 12.2 µM | AID 743126 | 370,000 compounds, 0.56% hits;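 active means inhibition above mean plus 3 SD of compounds lying within the high and low control bounds, cut at about 19% in these data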;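 further: 0% = median of test compound wells and 100% = no enzyme DMSO wells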
# DAX1 inh-2: blocks DAX1 repression of SF-1 activated StAR promoter | HEK293T StAR-luciferase reporter, SF-1/DAX-1 repression relief | inhibition, % at 6.8 µM | 370,000 compounds, 1.1% hits | AID 652010;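 active means inhibition above the mean over all tested compounds plus 3 SD, cut at about 3.6% in these data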;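 further: 0% = DAX-1 cells with DMSO and 100% = cells lacking DAX-1 with DMSO; higher inhibition means more luminescence from relief of DAX-1 repression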
# proKLK7 act: proKLK7 (human) activation, primary screen; AID 652039; 370,000 compounds, 0.9% hits; P49862; activation, % at 7 µM; purified proKLK7, EDANS-DABCYL substrate fluorescence; 100% is mature enzyme control, 0% vehicle;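 active means activation above the mean of all tested compounds plus 3 SD, computed per campaign excluding outliers beyond control limits, cut at about 13% in these data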
# * marks the source's active call; other numbers are inactive results; nt = not tested or not shown.
SMILES,ssDAF12 agonist,SMARCA2 activ,GAA850 FXN act,hgDAF-12 ag,GC-A act,hcDAF12 agonist,DAX1 inh-1,GC-B act,sPLA2-III inh,DAX1 inh-2,proKLK7 act
N#Cc1c(NC(=O)c2ccc(N3CCOCC3)c([N+](=O)[O-])c2)sc2c1CCCC2,-1.7,-1,2.0,0.3,4,-0.5,-0.6,3,6,0.4,0.1
COCCN1C[C@@H](CO)O[C@@H](n2cnc3c(N4CCCC4)ncnc32)C1,-1.7,-4,2.0,-1.0,4,-0.3,nt,8,20*,1.0,0.2
O=C(NCc1ccco1)Nc1cccc([N+](=O)[O-])c1,-0.9,-2,1.5,1.2,-1,0.6,-1.2,-5,-1,-0.1,-0.3
COc1cccc2cc(-c3n[nH]c(=S)n3C)oc12,-1.7,0,0.1,-1.4,-2,0.2,-0.1,-7,13,0.0,-14
COc1ccc(C2CC(=O)C=C(NCCC(C)C)C2)cc1 (stereo unspecified),-1.4,-1,-0.1,-0.1,3,0.4,1.1,0,-3,-0.6,0.6
Cc1c(NC(=O)CSc2nncc3ccccc23)c(=O)n(-c2ccccc2)n1C,-1.1,1,-1.4,-0.7,3,-0.4,-0.7,-3,-1,-1.4,0.8
O=C(O)CSc1nc(-c2ccccc2)cc(=O)[nH]1,-0.6,3,-0.9,2.1,6,-1.2,1.2,1,-5,-0.2,-0.2
CCOC(=O)/C(=N\Nc1cc(C(F)(F)F)ccc1Cl)N(CC)CC,-1.2,-3,-1.5,-1.9,-6,0.4,0.7,-3,4,-0.1,-0.1
O=C(NCCN1CCOCC1)c1ccc(Cl)c(S(=O)(=O)NCc2ccccc2)c1,-1.0,-3,-0.1,-3.1,-4,1.2,-1.0,-1,-4,0.8,-0.3
CCOc1ccc(CNC23CN4CN(CN(C4)C2)C3)cc1,-1.2,-1,2.5,0.0,0,-1.3,0.6,-4,6,0.0,-0.5
COc1cc(C2C3=C(COC3=O)Oc3cc4c(cc32)OCO4)ccc1O (stereo unspecified),-1.0,-3,-4.1,0.1,6,2.1,0.7,2,-13,-1.9,0.3
Cc1c(Br)cc(C(=O)NCCCN2CCOCC2)c(C)c1C,-0.8,-2,-1.4,0.3,-3,-0.8,1.1,4,-2,-0.4,-0.5
Cc1c(OCC(=O)C(C)(C)C)ccc2c3c(c(=O)oc12)CCCC3,-1.4,-2,3.7,-1.8,8,-1.5,-1.9,2,1,-0.1,-1.1
Cc1cccc(N(CC(=O)N2CCN(C)CC2)S(=O)(=O)c2ccccc2)c1,-0.8,-2,2.1,-0.7,-7,-0.6,-1.0,-3,-3,-0.2,-0.7
Cc1cc(C)c2sc(NC(=O)C3CC3)nc2c1,0.3,0,2.1,7.4,-2,4.8,0.4,-7,4,2.2,-0.7
Cc1ccccc1NC1=C(Cl)C(=O)OC1NC(=O)c1ccccc1 (stereo unspecified),-1.6,-1,-0.8,0.4,-8,0.3,-0.9,2,-10,0.5,0.3
CCCN1CCCCC(NC(=O)c2ccc(F)c(F)c2)C1=O (stereo unspecified),-1.2,-1,nt,-0.4,2,1.2,nt,0,1,0.5,0.2
COc1cc2ccccc2cc1C(=O)N1CC(C)OC(C)C1 (stereo unspecified),-0.3,-2,-0.8,1.1,3,0.6,-0.2,5,12,0.7,1.2
Cc1noc(C)c1C(=O)OC(C)C(=O)Nc1ccc(C(N)=O)cc1 (stereo unspecified),-1.0,-1,0.6,-0.3,0,-0.1,0.0,-2,11,1.2,0.8
CCn1cc(S(=O)(=O)Nc2cccnc2)cn1,-1.4,-3,1.1,-0.7,4,1.2,0.0,-1,8,0.2,-0.2
CCCCn1c(C(C)NC(=O)CCC)nc2ccccc21 (stereo unspecified),-1.2,0,-0.4,-0.8,0,1.1,0.1,-2,1,0.6,-0.4
CCCCC(O)(c1ccccc1)C(CN1CCOCC1)c1ccccc1 (stereo unspecified),-1.5,-1,-0.4,-0.3,-46,-2.2,-1.2,-12,-3,-0.6,-0.4
O=C(CSc1nccn1-c1ccc(F)cc1)NCc1ccc(F)cc1,-2.2,-2,-1.6,-0.8,-1,-1.7,-0.2,5,1,2.9,-0.9
O=C(O)c1cccc(NC(=O)c2ccccc2NC(=O)c2cccc([N+](=O)[O-])c2)c1,-0.9,-3,2.1,-1.6,5,0.1,2.1,-4,12,-0.2,0.3
CSc1cccc(NC(=S)Nc2cc(C)ccc2C)c1,-1.1,3,-0.3,-1.5,5,-1.7,1.1,1,10,0.0,-0.6
# Additional structures:
SMILES,ssDAF12 agonist,SMARCA2 activ,GAA850 FXN act,hgDAF-12 ag,GC-A act,hcDAF12 agonist,DAX1 inh-1,GC-B act,sPLA2-III inh,DAX1 inh-2,proKLK7 act
COc1ccc(/C=C/C(=O)O)cc1S(=O)(=O)N1CCc2ccccc2C1,-0.8,-1,0.3,0.3,0,0.8,-1.2,-2,-3,0.1,0.9
O=C(O)/C=C/C(=O)NC1CCS(=O)(=O)C1 (stereo unspecified),-1.1,-3,-0.9,-1.0,-2,0.8,0.3,4,-6,-0.1,0.4
CCOC(=O)NN1C(=O)c2ccccc2NC1c1cccnc1 (stereo unspecified),-0.9,2,0.6,-4.0,-4,-2.8,2.1,8,4,0.0,9.3
COCCNC(=O)C1(C)CCCN(C(=O)COc2ccccc2)C1 (stereo unspecified),-1.0,-1,0.9,-0.5,-2,0.8,nt,9,-4,0.9,0.5
O=C(CN1C(=O)CSC1=O)c1ccccc1,-0.8,4,-0.7,0.7,3,0.5,-0.5,4,1,-0.2,-0.1
CCC(C)NC(=S)N1CCN(C)CC1 (stereo unspecified),-1.5,0,nt,-1.8,0,-1.2,nt,5,-3,-0.7,0.6
CC(C)CN1CCC(=O)N(CCN=[N+]=[N-])CC1,-0.9,0,-0.8,3.0,4,-1.1,-0.5,3,5,-0.6,-0.1
Cc1nn(-c2ccccc2)c(N)c1N=Nc1ccccc1,0.4,2,0.3,10,2,3.5,1.0,-5,3,1.3,0.5
CCN1CCN(c2ccc(S(=O)(=O)N3CCOCC3)cc2NC(=O)/C=C/c2ccc(OC)c(OC)c2)CC1,-0.8,1,0.4,-3.8,2,-2.2,0.4,-1,7,0.2,0.6
COC(=O)c1cn(NC(=O)c2cccc(F)c2)c(=O)c2ccccc12,-1.0,2,0.7,0.3,1,-0.3,0.7,6,-4,-0.2,-0.7
Cc1[nH]c(=O)c(C#N)c(C)c1CSc1ncccn1,-1.0,-3,2.7,-1.2,-3,-0.2,0.0,-2,13,-0.1,0.4
CC(C)[C@H](NC(=O)c1ccccc1)C(=O)OCC(=O)N1CCCCCC1,-1.3,-2,0.7,-0.6,0,-0.9,0.3,-5,6,-0.2,0.7
CCN1CCCC1CNC(=O)c1ccc2c(c1)NC(=O)/C(=C\c1ccccc1Cl)S2 (stereo unspecified),-0.9,3,1.3,-3.4,14,0.5,0.3,-2,-3,0.0,-0.3
O=C1NC[C@@H](c2ccccc2)OC(=O)[C@@H](Cc2ccc(F)cc2)CC/C=C/C[C@@H]1CC(=O)N(CCO)Cc1ccccc1,-1.3,0,-3.0,-3.0,5,-2.6,-0.2,-3,-33,-0.2,0.1
CCC(=NC)C1=C(O)CC(c2ccccc2)CC1=O (stereo unspecified),0.0,-2,1.9,-1.5,-3,-0.1,2.0,2,-3,0.8,1.0
CCC(=O)Nc1ccc(S(=O)(=O)c2ccc(NC(=O)CC)cc2)cc1,-1.6,0,-3.1,-1.9,1,-2.3,-0.4,3,-3,-0.2,-0.2
CCOC(=O)[C@H]1[C@H]2COc3ccc(C)cc3[C@@H]2N2C(=O)c3cc(Br)ccc3NC(=O)[C@@]12C,-0.9,0,-4.2,-0.2,-6,-1.1,1.8,-1,1,0.6,-0.2
c1ccc(CSc2nnc(Cc3ccccn3)o2)cc1,-0.5,1,4.0,4.5,1,0.2,2.5,-1,6,0.8,0.2
COc1cccc(C=N[C@@H](CO)[C@@H](O)c2ccc([N+](=O)[O-])cc2)c1O,0.5,-4,2.4,-1.7,3,1.1,1.2,3,6,-0.2,0.3
Cc1cc(Br)ccc1SCC(=O)OCC(=O)NC1CCCC1,-1.2,-3,-0.3,-0.1,1,1.1,-1.7,-1,-18,0.4,-0.4
N/C(=N/OC(=O)c1ccccc1Cl)c1ncc([N+](=O)[O-])s1,0.4,1,15*,1.5,-1,3.7,1.3,-10,5,-1.0,0.4
CC(C)CCNC(=O)C1CC(c2cccc(F)c2)=NO1 (stereo unspecified),-1.2,0,-0.1,-1.1,-3,-1.9,0.6,-3,4,-0.4,0.6
COc1ccc(N2CC(C(=O)Nc3nnc(SCCC4OCCO4)s3)CC2=O)cc1 (stereo unspecified),-1.3,2,1.5,0.1,-6,-0.1,0.1,-8,-6,-0.8,-0.1
Cc1cc(OCC(=O)NC(C)C)cc(C)c1Cl,-1.3,11*,0.6,-0.7,0,-1.6,-1.1,2,-8,-0.1,-0.2
CC(C)OCCCNC(=O)CN1C(=O)CSc2ccc(S(=O)(=O)N3CCCCC3)cc21,-0.9,1,0.2,2.1,-2,-0.5,-0.8,-4,-4,1.1,-0.1
CC(/C=C/c1ccc2c(c1)OCO2)=N/NC(=O)c1cccnc1,-1.8,-2,1.2,3.3,-6,0.4,-0.9,-6,8,-0.7,-0.7
O=C(Nc1nc2ccc(F)cc2s1)C1CC(=O)N(c2ccc3c(c2)OCCO3)C1 (stereo unspecified),-0.5,-3,-1.7,4.2,23,3.0,0.7,-12,-18,-0.7,-1.2
COc1ccccc1Cc1c(-c2cccc(Cl)c2)nc2c(C)cc(Br)cn12,-0.8,-4,nt,-0.1,-11,-0.5,nt,-12,0,-0.7,0.3
O=C(NCc1ccco1)C(=O)NCC(c1ccco1)N1CCOCC1 (stereo unspecified),-1.3,-4,1.0,-1.9,-1,-2.2,2.5,1,6,0.7,0.5

# Exported with values under each structure: 3 of the compounds above
# Order of values: ssDAF12 agonist | SMARCA2 activ | GAA850 FXN act | hgDAF-12 ag | GC-A act | hcDAF12 agonist | DAX1 inh-1 | GC-B act | sPLA2-III inh | DAX1 inh-2 | proKLK7 act
> Cc1[nH]c(=O)c(C#N)c(C)c1CSc1ncccn1
 : -1.0 | -3 | 2.7 | -1.2 | -3 | -0.2 | 0.0 | -2 | 13 | -0.1 | 0.4
> N#Cc1c(NC(=O)c2ccc(N3CCOCC3)c([N+](=O)[O-])c2)sc2c1CCCC2
 : -1.7 | -1 | 2.0 | 0.3 | 4 | -0.5 | -0.6 | 3 | 6 | 0.4 | 0.1
> COc1ccc(C2CC(=O)C=C(NCCC(C)C)C2)cc1 (stereo unspecified)
 : -1.4 | -1 | -0.1 | -0.1 | 3 | 0.4 | 1.1 | 0 | -3 | -0.6 | 0.6
